# Source: PubChem BioAssay
# A3A deaminase – APOBEC3A ssDNA deaminase inhibitors, primary screen, selectivity assay for APOBEC3G inhibitor project, biochemical, FAM/TAMRA oligo cleavage fluorescence; DNA dC->dU-editing enzyme APOBEC-3A (Homo sapiens), P31941; recombinant A3A, FAM/TAMRA ssDNA deamination fluorescence; inhibition, % at 20 µM; 0.41% of 330,000 active; AID 493011, 2011;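 active means at least 40% inhibition at 20 µM here, with at most 30% in a related deaminase screen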;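 further: plate controls were A3A with DMSO for no effect and wells lacking A3A enzyme for full effect; some results filed as inactive read as strong as hits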
# Target sequence (P31941 whole entry, looked up): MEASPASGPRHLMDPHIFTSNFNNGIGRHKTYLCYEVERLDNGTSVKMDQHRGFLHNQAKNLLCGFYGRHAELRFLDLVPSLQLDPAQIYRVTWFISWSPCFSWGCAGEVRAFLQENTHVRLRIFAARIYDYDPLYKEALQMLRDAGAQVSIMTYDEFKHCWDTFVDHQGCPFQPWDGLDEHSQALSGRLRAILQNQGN
# MPTP block – mitochondrial permeability transition pore inhibitors, primary screen, biochemical, isolated mouse mitochondria, absorbance; Ca2+ swelling absorbance, 30 min; inhibition, % at 10 µM; 1.4% of 360,000 active; AID 602449, 2012;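 active means inhibition of 50% or more, scaled per plate between neutral and stimulator controls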;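 further: 0% = DMSO wells given calcium and 100% = 1 mM EGTA wells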
# CCR6 antagonist – CCR6 receptor antagonists, primary screen, cell-based, CHO-K1, luminescence, beta-arrestin, uHTS. C-C chemokine receptor type 6 (Homo sapiens), P51684. CHO-K1 CCR6 PathHunter beta-arrestin, CCL20-stimulated. inhibition, % at 20 µM. 0.49% of 340,000 active;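 active means compounds whose inhibition of the agonist-driven luminescence signal at 20 µM reaches about 50%, limit read from the data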;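 further: cells stimulated with CCL20 at 14 nM final; plate controls were DMSO with CCL20 for no effect and DMSO without agonist for full effect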
# EBI2 block – EBI2 receptor antagonists, beta-arrestin recruitment, primary screen, cell-based, luminescence, 7a,25-OHC stimulation, uHTS; G-protein coupled receptor 183 (Homo sapiens), P32249; 7a,25-OHC stimulated; inhibition, % at 5 µM; 0.81% of 360,000 active; AID 651636, 2012; in the data active means inhibition above about 38%;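 further: enzyme fragment complementation signal reports receptor beta-arrestin coupling in cells; 0% = agonist plus DMSO wells and 100% = wells without agonist; some results beyond the cut were filed as inactive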
# Target sequence (P32249 whole entry, looked up, the tested form may be a part): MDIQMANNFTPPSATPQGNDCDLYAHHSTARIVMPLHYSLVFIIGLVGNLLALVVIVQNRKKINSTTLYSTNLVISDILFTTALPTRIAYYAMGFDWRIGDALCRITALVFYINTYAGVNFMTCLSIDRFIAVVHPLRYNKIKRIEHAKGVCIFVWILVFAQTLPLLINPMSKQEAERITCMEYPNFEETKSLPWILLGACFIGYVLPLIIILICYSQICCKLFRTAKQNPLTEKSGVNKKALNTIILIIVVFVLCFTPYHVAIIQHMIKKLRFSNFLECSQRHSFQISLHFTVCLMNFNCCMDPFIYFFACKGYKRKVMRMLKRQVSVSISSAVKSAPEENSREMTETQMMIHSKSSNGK
# CXCR6 block – CXCR6 receptor inhibitors, primary screen, cell-based, beta-arrestin, luminescence, CHO-K1 PathHunter, 1536-well; C-X-C chemokine receptor type 6 (Homo sapiens), O00574; inhibition, % at 20 µM; 0.36% of 360,000 active; in the data active means inhibition above about 34%, passing the limit was not always enough;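 further: antagonist mode with CXCL16 agonist at 10 nM final; 0% = 10 nM CXCL16 with DMSO and 100% = unstimulated wells without agonist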
# Target sequence (O00574 whole entry, looked up): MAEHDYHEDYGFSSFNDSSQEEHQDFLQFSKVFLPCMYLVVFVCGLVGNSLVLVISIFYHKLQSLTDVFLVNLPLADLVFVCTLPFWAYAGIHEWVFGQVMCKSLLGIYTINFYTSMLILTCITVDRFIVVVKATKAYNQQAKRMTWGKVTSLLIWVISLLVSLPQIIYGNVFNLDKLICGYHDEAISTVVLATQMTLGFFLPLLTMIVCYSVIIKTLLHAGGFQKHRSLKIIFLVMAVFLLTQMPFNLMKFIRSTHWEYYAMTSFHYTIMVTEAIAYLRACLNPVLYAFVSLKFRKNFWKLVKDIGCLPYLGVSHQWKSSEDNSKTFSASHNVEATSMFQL
# A3G deaminase – APOBEC3G DNA deaminase inhibitors, primary screen, biochemical, fluorescence, single-stranded DNA substrate, uHTS | 0.28% of 330,000 active | inhibition, % at 20 µM | recombinant A3G, ssDNA deamination FAM/TAMRA fluorescence;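 active means inhibition of at least 40% at 20 µM, with no more than 30% in the related APOBEC3A deaminase screen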;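 further: plate controls were DMSO wells with A3G for no effect and wells lacking A3G enzyme for full effect; some compounds called inactive have numbers as strong as hits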
# NR3A LBD binder – binders of NR3A ligand-binding domain, primary screen, biophysical, differential scanning fluorimetry, uHTS. NR3A LBD differential scanning fluorimetry, Tm shift; 0% = protein alone, 100% = glycine-bound protein. 2.5% of 340,000 active. Glutamate receptor ionotropic, NMDA 3A (GRIN3A) ligand-binding domain. AID 1259313, 2017. Tm shift relative to glycine control, % at 25 µM;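 active means melting temperature shift of at least 10% of the positive control shift, at one fixed dose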
# Gli-Sufu antag – Gli-Sufu pathway antagonists, primary screen, luciferase luminescence, Sufu-KO-LIGHT cells, uHTS. AID 588413, 2011. 0.74% of 340,000 active. Sufu-KO-LIGHT fibroblasts, Gli luciferase reporter luminescence. inhibition, % at 5 µM;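 active means inhibition above about 55%, limit read from the data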;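 further: 0% = DMSO-treated cells and 100% = wells with medium but no cells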
# Active calls of the source: *; · = not tested or not shown.
SMILES,A3A deaminase,MPTP block,CCR6 antagonist,EBI2 block,CXCR6 block,A3G deaminase,NR3A LBD binder,Gli-Sufu antag
O=C(CSc1ccc2c(c1)OCCO2)Nc1ncc(Cl)cc1Cl,0,1.9,1,-1,2,-8,0,-11
COc1cc(CN2CCC(C(=O)NCC(C)(C)CN(C)C)CC2)ccc1OCc1ccccc1,2,1.0,8,8,2,-1,0,16
c1csc(-c2nnc(COc3ncnc4sccc34)o2)c1,0,1.9,0,-10,6,-5,0,2
Cc1ccc(Cl)cc1N1CCN(S(=O)(=O)c2ccc3[nH]c(=O)c(=O)[nH]c3c2)CC1,-3,-1.8,1,-1,4,-3,-10,2
Cc1ccccc1OCC(=O)OCC(=O)NCc1cccs1,8,1.4,-2,-14,5,-5,-1,-1
COc1ccc(CNC(=O)CCSCc2cccc(Cl)c2)c(OC)c1,-2,1.8,14,0,9,-7,0,1
Cc1cc(C=O)c(C)n1-c1ccc(NC2CCCCC2)c([N+](=O)[O-])c1,-2,81*,5,9,4,-1,4,12
Cc1nc(SC(C)C(=O)NCC2CCCO2)c2cc(-c3ccccc3)sc2n1 (centres undefined),3,1.0,7,31,5,9,0,-17
Cc1cc(C(=O)Cn2ncc(Cl)c(Cl)c2=O)c(C)n1CC(F)(F)F,1,0.1,19,14,8,1,2,-2
CCc1nnc(NS(=O)(=O)c2ccc(NC(=O)Nc3ccc(OC)cc3)cc2)s1,-4,0.4,10,-18,0,-7,6,-13
COCCN1C=C2C(=O)C(C)(OC(=O)CCC(=O)OC)C(=O)C=C2C=C1C1CC1 (centres undefined),-4,-0.5,-14,-10,-10,-10,0,4
Cc1cc(C(=O)N/N=C/c2cccc(Cl)c2Cl)no1,-5,0.5,4,18,-5,-4,-1,-59
COC(=O)c1ccccc1NC(=O)CNC(=O)c1ccc(OC)cc1,3,3.3,-2,-1,-7,-7,4,24
Cc1nn(CC(=O)NCCCN2CCN(Cc3ccccc3)CC2)c(=O)c2cc(-c3ccccc3)nn12,-2,12,22,-9,0,-4,2,35
COC(=O)CCCC1=CC2=C(c3ccccc3)C(=O)C(C)(OC(=O)C3CCCC3)C(=O)C2=CN1CCc1c[nH]c2ccccc12 (centres undefined),-4,0.2,13,-14,0,-7,-2,-7
Cc1cccc(-n2ccnc2SCC(=O)Nc2nccs2)c1C,0,2.4,-10,6,-2,4,0,-9
CC(=O)c1ccc(Nc2nc(-c3ccccc3)nc3ccccc23)cc1,·,0.5,-20,6,1,·,7,-19
COC(=O)[C@]1(CC(C)C)N[C@H](c2ccc(-c3ccc(Cl)c(Cl)c3)cc2)[C@@H]2C(=O)N(C)C(=O)[C@@H]21,2,1.0,-4,14,4,1,-2,0
C=CCn1c(O)c(N=NC(=O)CNC(=O)c2cccs2)c2ccccc21,2,1.7,21,-5,0,-2,1,-1
Cc1cc(=O)n2nc(N3CCC(C(=O)NCc4ccc(F)cc4)CC3)sc2n1,-7,3.8,0,-8,2,-9,0,-18
Cc1cc(C)cc(-n2nnc(C(=O)NCc3ccccc3Cl)c2N)c1,-1,1.9,3,14,14,-3,-3,0
Cc1nnc(SC(C)C(=O)N2CCc3ccccc32)s1 (centres undefined),-4,-0.9,-12,-12,-8,-7,0,0
COc1ccc(C2CC(c3ccccc3)=NN2C(=O)COC(=O)c2cccc(O)c2)cc1 (centres undefined),1,-0.5,23,-9,4,-1,6,-1
Cc1ccc(C(=O)NCC(=O)OCC(=O)Nc2ccccc2[N+](=O)[O-])cc1,-2,-0.1,-9,-17,-10,-6,-2,-2
COc1ccc(CN(Cc2ccccn2)C(=O)CN2C(=O)COc3ccccc32)cc1,4,-1.2,3,-1,4,-9,2,3
# (further entries)
SMILES,A3A deaminase,MPTP block,CCR6 antagonist,EBI2 block,CXCR6 block,A3G deaminase,NR3A LBD binder,Gli-Sufu antag
O=C(CN1C(=O)NC2(CCCC2)C1=O)Nc1cc(Cl)ccc1N1CCCCC1,1,-0.2,18,3,0,-2,2,4
Cc1cccc(NS(=O)(=O)c2ccc(C)c(C(=O)N(C)C)c2)c1,-3,-1.6,4,-1,2,-6,-1,0
CN(C(=O)c1cccc(C#N)c1)c1nnc(-c2ccncc2)s1,·,-0.7,7,1,-7,·,4,-3
O=C(c1ccoc1)N1CCC2(CC1)Oc1ccc(F)cc1C(=O)C21CC(c2ccc(Cl)cc2)=NO1 (centres undefined),-1,0.4,6,7,16,-8,0,7
CCOc1cc(-c2nc(-c3ccc(C)nc3OCC)no2)cc(OCC)c1OCC,-1,0.4,7,19,0,-2,1,10
COc1ccccc1Oc1ncnc2c1cnn2-c1ccccc1,1,-1.4,7,2,8,-15,1,-59
COc1ccccc1-n1cnc2c(c1=O)c1nc3ccccc3nc1n2-c1ccc(C)cc1,-2,2.7,3,9,3,-6,-2,-10
C=CCn1c(=N)n(CC(=O)c2cccc([N+](=O)[O-])c2)c2ccccc21,-1,-0.9,-2,3,2,-9,2,8
CSc1ncccc1C(=O)OCc1ccccc1,1,-0.9,23,-1,1,-1,1,4
C=CCn1c(SCC(=O)N2CCc3ccccc3C2)nc2sc(CC)cc2c1=O,-3,9.2,9,-11,4,-10,-9,10
O=C(NCCN1CCCC1)c1ccc2c(c1)N(Cc1ccccc1)C(=O)c1ccccc1S2(=O)=O,-4,-2.3,9,2,17,-1,0,15
O=C(NNC(=O)c1ccccc1OCc1ccc(F)cc1)c1ccccc1O,-4,-0.2,-6,-1,6,-6,23*,24
O=C(c1cc(-c2cccc(O)c2)on1)N1CCOCC1,1,0.1,-4,-11,-1,-3,4,-6
Cc1ccccc1OCC(=O)NCCS(=O)(=O)N1CCN(c2ccc(F)cc2)CC1,1,0.2,8,-10,-18,15,-1,-4
O=C(NCCC1CCCCN1S(=O)(=O)c1ccc(F)cc1)C(=O)Nc1ccccc1F (centres undefined),0,2.9,24,-5,-7,-11,·,27
CCOC(=O)[C@H]1[C@H]2COc3cc(OC)ccc3[C@@H]2N2C(=O)CN(C)C(=O)[C@@]12C,-5,-1.7,2,-12,1,-7,3,-1
COc1cc2c(c(OC)c1)C(c1cccc(OC)c1OC)CC(=O)N2 (centres undefined),0,-0.2,1,0,10,-7,-2,0
COc1ccc(-n2c(C)nc3cc(C(=O)NCc4ccco4)ccc32)cc1,0,-5.6,-5,-9,-3,-2,8,-3
CC(C)(C)Nc1nc(Cl)nc(N(C#N)CN2C(=O)c3ccccc3S2(=O)=O)n1,10,-0.3,31,7,14,0,1,-2
CCN(CC(=O)Nc1ccc(NC(C)=O)cc1)C(=O)CCN1C(=O)c2cccc([N+](=O)[O-])c2C1=O,15,-0.3,15,-6,-12,0,0,-7
O=C(O)CCNS(=O)(=O)c1ccc2c(c1)CCCC2,-2,-1.6,9,-1,-1,-5,-2,19
CCOC(=O)C1CCN(C(=O)c2cccnc2)CC1,3,-2.0,-5,1,-10,0,-3,-2
COC(=O)c1sccc1NC(=O)c1ccc(C)o1,-1,-0.1,12,1,8,-6,5,-4
O=C(CN(CCc1ccccc1)S(=O)(=O)c1ccc(Br)cc1)N/N=C/c1ccccc1C(=O)O,-2,0.3,6,-7,1,-5,0,-12
Cc1ccc(F)c(Cn2cnc3c(cnn3C(C)(C)C)c2=O)c1Cl,-1,0.4,-2,14,-3,-2,0,10

# Part of the list above with just MPTP block and CCR6 antagonist:
Molecule | MPTP block | CCR6 antagonist
CSc1ncccc1C(=O)OCc1ccccc1 | -0.9 | 23
C=CCn1c(SCC(=O)N2CCc3ccccc3C2)nc2sc(CC)cc2c1=O | 9.2 | 9
O=C(NCCN1CCCC1)c1ccc2c(c1)N(Cc1ccccc1)C(=O)c1ccccc1S2(=O)=O | -2.3 | 9

# (next part)
SMILES,A3A deaminase,MPTP block,CCR6 antagonist,EBI2 block,CXCR6 block,A3G deaminase,NR3A LBD binder,Gli-Sufu antag
CCCCCN1CN(S(=O)(=O)c2cccs2)c2nc3ccccc3nc21,-2,2.1,4,1,-9,-6,0,-30
Nc1[nH]c(=S)[nH]c(=O)c1-c1ccccc1,-1,-2.5,8,2,1,-5,0,-7
COC(=O)c1cccc(NC(=O)C2COc3ccccc3O2)c1 (centres undefined),-1,0.5,-3,-4,1,-4,-1,0
Cc1cccc(N2C(=O)/C(=C\c3ccc(OC(F)F)cc3)c3ccccc3C2=O)c1,-1,-4.5,10,61*,-8,-1,4,0
Cc1ccc(NC(=O)c2oc3c(c2C)C(=O)CC(C)(C)C3)cc1,1,2.2,-6,11,-6,2,2,2
O=C(/C=C/c1ccccc1O)c1ccccc1,·,-1.4,20,8,9,·,1,0
CC(Cc1cccs1)NC(=O)Nc1ccc([N+](=O)[O-])cc1 (centres undefined),-3,86*,22,3,3,-9,-5,-22
CC(C)(C)NCc1cc(Br)ccc1OC1CCCC1,-1,-1.5,-7,12,5,-8,3,14
COc1ccc(S(=O)(=O)N2CCN(C(=O)C3CCC3)CC2)cc1,2,0.1,9,-17,-1,-1,-2,4
CCN(CC)S(=O)(=O)c1cc(C(=O)OCC(=O)Nc2cccc(Br)c2)ccc1F,0,36,10,9,2,-8,18*,-2
COc1ccc(CC(=O)NCC2CCCCC2)cc1OC,-6,-1.7,-5,-3,-3,-6,-2,8
CC(=O)c1ccc(NC(=O)C(NC(=O)c2ccccc2)=C(C)C)cc1,-1,-3.5,8,-8,-4,-5,1,2
CCc1nnc(NC(=O)c2cc3ccccc3oc2=O)s1,4,-0.8,0,-9,-6,-7,0,1
N#Cc1ccc(C23CC4(C2)[C@H](CN(Cc2ccc(-c5ccccc5)cc2)[C@@H]4c2ccccc2)C3c2ccc(Cl)nc2)cc1 (some centres undefined),1,-0.3,8,2,1,-3,-2,-31
CC(C)CC(OC(=O)c1nsc(Cl)c1Cl)C(=O)NC1CCCC1 (centres undefined),-1,-1.7,6,7,8,-4,-1,-2
O=C(Nc1cccc(S(=O)(=O)N2CCOCC2)c1)c1ccco1,0,-0.4,-5,-15,-6,0,1,-5
c1ccc(Cn2c(-c3cncs3)nc3ccccc32)cc1,-3,1.7,25,2,3,-7,-2,-35
O=C(CN1C(=O)S/C(=C\c2ccc(F)cc2)C1=O)NC1C=CS(=O)(=O)C1 (centres undefined),-5,2.2,-2,1,-8,-4,2,11
CC(/C=N/NC(=O)c1nn(C)c(C)c1Br)=C\c1ccccc1,0,0.7,4,6,5,-4,-3,-66
Nc1ccc(Nc2nc(-c3cccs3)cs2)cc1,3,0.3,-7,-17,1,0,0,4
Cc1nc(-c2nc(-c3c(C(=O)NNC(=O)Nc4cccc(Cl)c4)noc3C)cs2)cs1,-3,9.4,1,-5,-1,-1,7,-3
COC(=O)c1cn(C(C)C(=O)NCc2ccco2)c2ccccc12 (centres undefined),1,1.1,7,4,2,-2,1,-5
O=C(NCCN1CCN(c2cccc(Cl)c2)CC1)C1CCCN(S(=O)(=O)c2cnc[nH]2)C1 (centres undefined),-2,-2.1,5,-9,-1,-8,-2,15
CNC(=O)c1[nH]cnc1C(=O)Nc1cccc(OC)c1,-3,0.2,0,-4,-7,4,0,-3
Cc1ccc(S(=O)(=O)N(C)C)cc1NC(=O)CCc1ccccc1,-1,1.4,7,3,-2,-4,-1,-2
CCOC(=O)N1CCN(C(=O)c2ccc(C#CC3(O)CCCCC3)cc2)CC1,0,-0.3,-21,3,-6,-3,0,-6
